# Source: PubChem
# CAL PDZ FP-1 – inhibitors of human CAL PDZ peptide binding. Q9HD26. purified CAL PDZ, TMR-peptide fluorescence polarization, 1 h. inhibition, % at 24.9 µM. actives 0.92% (n = 300,000). AID 602252;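 active = mean inhibition of at least 30% with at least half of replicates also reaching 30%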;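 also: 0% = DMSO neutral control and 100% = excess unlabeled competitor peptide PRC23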
# V-ATPase pH – yeast V-ATPase proton transport regulation by pHLuorin; S. cerevisiae, pHLuorin cytosolic pH fluorescence; response, % at 10 µM; actives 0.37% (n = 350,000); AID 504577; in the data active = response mostly above about 7.3%, no sharp cut-off; inactive = mostly below about 5.4%; also: actives read high; inactives centre near 0; some compounds called inactive have numbers as strong as hits
# DAGLB inhibitor – blocks human DAGLB lipase activity | HEK293T DAGLB membrane lysate, EnzChek fluorogenic substrate | AID 504411 | inhibition, % at 5.17 µM | actives 0.059% (n = 340,000); in the data active = inhibition above about 34%;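 also: 0% = enzyme with vehicle and 100% = wells lacking enzyme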
# NSD2 HMT inh – NSD2 (human) methyltransferase inhibition. O96028. NSD2 peptide methylation, AlphaScreen, 120 min. inhibition, % at 12.5 µM. actives 0.54% (n = 310,000). AID 743445; in the data active = inhibition above about 50%
# LANA DNA inh – inhibitors of KSHV LANA C-terminal domain DNA binding; MBP-C-LANA/FAM-LBS DNA binding, fluorescence polarization; inhibition, % at 9 µM; actives 0.078% (n = 340,000); AID 504423;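 active = highest replicate inhibition at or above 60% at 9 µM, even if other replicates fall short; inactive = all replicates below 60% inhibition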;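 also: 0% = neutral control wells and 100% = 4 µM acridine orange control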
# Cardiac RTF inh – cardiac RTF calcium desensitization; AID 493244; IANBD-labeled cardiac RTF, Ca2+ fluorescence; P19429+P45379; inhibition, % at 7.15 µM; actives 0.12% (n = 340,000);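 active = inhibition above the mean inhibition of all tested compounds plus 3 SD, cut at about 17% in these data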;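 also: assay run at fixed EC70 calcium of 1.6 mM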
# CAL PDZ FP-2 – human CAL PDZ-peptide interaction inhibition | AID 504414 | Q9HD26 | actives 0.02% (n = 330,000) | purified CAL PDZ, TMR-peptide fluorescence polarization, 1 h | inhibition, % at 20 µM;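 active = highest replicate inhibition of at least 40%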;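 also: plate controls were DMSO neutral control wells for no effect and unlabeled competitor peptide control wells for full effect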
#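 Control set: unlabelled peptide and DMSO controls / Material: purified CerCALP PDZ construct / Timing: 1 h incubation at room temperature before polarization reading / Doses: 20 µM, one dose / Detection: fluorescence polarization (mP)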
# Keap1-Nrf2 PPI – Keap1-Nrf2 (human) interaction inhibition; Q14145; Keap1 Kelch-Nrf2 peptide fluorescence polarization, 1536-well; inhibition, % at 9.4 µM; actives 0.15% (n = 340,000); AID 504523; in the data active = inhibition above about 12%;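 also: human Keap1 Kelch domain with fluorescein labeled Nrf2 9mer peptide probe; 0% = neutral control wells and 100% = peptide positive control; higher means more block of Keap1 binding to Nrf2 peptide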
# Target sequence (Q14145 whole entry, looked up, the tested form may be a part): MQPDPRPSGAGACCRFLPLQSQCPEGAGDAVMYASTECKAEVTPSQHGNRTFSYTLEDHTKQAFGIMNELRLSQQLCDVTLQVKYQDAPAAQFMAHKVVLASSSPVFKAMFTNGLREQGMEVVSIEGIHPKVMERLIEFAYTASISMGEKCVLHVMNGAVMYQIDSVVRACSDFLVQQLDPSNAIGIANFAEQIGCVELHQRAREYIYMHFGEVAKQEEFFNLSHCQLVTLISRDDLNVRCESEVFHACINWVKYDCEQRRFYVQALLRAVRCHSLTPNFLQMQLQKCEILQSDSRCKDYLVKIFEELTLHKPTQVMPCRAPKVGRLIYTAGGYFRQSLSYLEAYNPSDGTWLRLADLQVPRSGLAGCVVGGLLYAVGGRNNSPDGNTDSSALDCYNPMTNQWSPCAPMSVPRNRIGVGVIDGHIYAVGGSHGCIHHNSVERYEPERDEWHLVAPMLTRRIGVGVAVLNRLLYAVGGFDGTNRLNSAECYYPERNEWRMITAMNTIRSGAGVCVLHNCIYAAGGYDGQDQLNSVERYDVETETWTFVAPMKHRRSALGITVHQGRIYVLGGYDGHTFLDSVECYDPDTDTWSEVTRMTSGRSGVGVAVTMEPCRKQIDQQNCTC
# Arr AP2 block – inhibitors of human beta-arrestin and AP2 interaction; actives 0.31% (n = 340,000); AID 504490; FITC-arrestin peptide / GST-AP2 beads, flow cytometry; AP2 beta2 appendage carries R879A mutation; inhibition, % at 10 µM;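 active = inhibition above a set limit, near 3 SD of compounds lacking own fluorescence, cut at about 54% in these data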;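 also: plate controls were DMSO wells for no effect and 5 µM unlabelled arrestin peptide for full effect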
#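 System: GST-AP2 R879A glutathione beads. Medium: PBS with 0.05% Tween 20 and 0.1% BSA. Also added: FITC-arrestin peptide, 50 nM. Incubation: 12 min plus 1 h, RT. Measured by: high-throughput flow cytometry of beads, ex 488, em 535 nm. Evaluation: percent drop in bead-associated FITC signal.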
# DSG3 Ab inh – inhibitors of pemphigus antibody binding to human desmoglein-3; P32926; DSG3-coupled beads, scFv-anti-DSG3-GFP binding, flow cytometry; hits give low values; binding (percent of control), % at 10 µM; actives 0.48% (n = 310,000);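 active = binding more than 3 SD below its plate's average and above zero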;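 also: hits lower antibody fragment binding to DSG3; some compounds called inactive have numbers as strong as hits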
# * marks the source's active call; other numbers are inactive results; / = not tested or not shown.
SMILES,CAL PDZ FP-1,V-ATPase pH,DAGLB inhibitor,NSD2 HMT inh,LANA DNA inh,Cardiac RTF inh,CAL PDZ FP-2,Keap1-Nrf2 PPI,Arr AP2 block,DSG3 Ab inh
COC(=O)NNC(=O)C1CCC(C)CC1 (centres undefined),4,1,5,1,0.2,0,-0.6,1,-12,96
CSc1ccc(/C=C/C(=O)c2ccc(NC(C)=O)cc2)cc1,-2,-1,5,-1,3.3,3,-0.5,-3,5,105
Cc1cc(C)c2nc(N3CCC(C(=O)NCCN4CCOCC4)CC3)sc2c1,-1,-1,0,0,-0.2,-1,-1.2,-6,13,87
CN(c1ccc(C(=O)N/N=C/c2cccc([N+](=O)[O-])c2)cc1)S(=O)(=O)c1ccccc1,/,0,-6,2,0.9,-27,-1.2,-4,21,/
CC(=O)Nc1c2c(nn1-c1ccccc1C)CS(=O)(=O)C2,/,-1,-1,-2,3.1,-6,0.0,-2,-4,91
CC(=O)Nc1c(Cl)cc([N+](=O)[O-])c2ccccc12,-6,-1,1,4,1.3,-20,-0.1,-1,-5,96
CC(C)(C)CN1CCN(Cc2cccnc2)CC1CCO (centres undefined),/,5,-1,0,0.6,-2,-0.5,-2,-8,114
c1ccc(-n2cnc3cc(NCc4ccco4)ccc32)cc1,1,3,-1,16,-1.3,3,0.1,1,-1,115
C=CCN(c1ccccc1OC)S(=O)(=O)c1cccc(C(=O)OCC(=O)c2c[nH]c3ccccc23)c1,4,-2,-2,-3,-1.9,-8,0.0,-3,2,111
Cc1ccc([N+](=O)[O-])cc1S(=O)(=O)NCC1COc2ccccc2O1 (centres undefined),-1,-3,-1,11,-2.2,2,-2.8,-1,17,/
CCN(CC(=O)NCC(=O)Nc1ccc(Br)cc1C)Cc1ccccc1,0,-4,-4,-2,-0.3,-7,-1.8,2,-2,105
CC(=O)Nc1ccccc1OCC(=O)NCCC1=CCCCC1,/,-1,0,0,-0.4,6,0.7,-7,-4,99
CC(Sc1nncn1C)C(=O)NCc1ccc2c(c1)OCO2 (centres undefined),-2,-1,1,-3,0.5,7,-0.4,-2,21,79
CCOC(=O)C1=C(C)NC2=C(C(=O)CC(C)(C)C2)C1c1ccc2c(c1)CCCN2C (centres undefined),-3,-4,1,2,-0.7,-3,0.2,-5,6,115
CCN(CC)c1ccc(C(=O)OCC(=O)c2ccco2)cc1,-6,0,1,-3,-0.1,3,-0.8,-3,6,89
O=C(O)c1cnn(-c2nc(-c3ccc(Cl)c(Cl)c3)cs2)c1C(F)(F)F,-12,-2,10,2,-0.3,2,-5.1,-1,2,99
N#Cc1c(-c2ccc(Cl)cc2)c2c([nH]c1=O)-c1ccccc1OC2,4,0,32,-1,3.5,2,-36,-1,1,/
Cc1cc(C)cc(OCC(O)CN2C(=O)NC(C)(C)C2=O)c1 (centres undefined),4,-1,-3,/,-4.8,-6,0.0,-2,3,/
COc1cc(C(C)=O)ccc1OCC(=O)OC(C)C(=O)c1ccc(F)cc1 (centres undefined),-3,-1,0,-1,1.3,0,1.2,-5,8,101
CCOc1ccc(S(=O)(=O)N(C)c2ccc(OCC(=O)NCc3ccc(C(=O)OC)cc3)cc2)cc1,0,0,-3,/,0.3,1,-1.9,-3,28,98
Cc1cc(C(=O)Nc2ccon2)c(C)o1,-2,-1,0,-3,0.6,-7,-1.6,1,12,111
COc1ccc(C2=NS(=O)(=O)N(C)C(C(=O)Nc3ccc4c(c3)OCO4)=C2)cc1,/,0,4,/,-0.9,-5,-0.3,-4,6,107
Cc1ccc(NC(=O)CCN2C(=O)c3ccncc3C2=O)cc1,-3,-2,1,11,0.6,1,/,4,31,91
CC[C@]12c3[nH]c4ccc(Cl)cc4c3CCN1C(=O)[C@@H](CC(=O)NCCN1CCOCC1)C[C@@H]2C(=O)N1CCN(C(=O)c2ccco2)CC1,-5,3,-1,/,-1.6,-1,0.1,-11,13,100
Cc1ccc(S(=O)(=O)NNC(=O)CCC(=O)Nc2ccccc2)cc1,-2,-3,-1,/,-0.6,1,-1.7,0,3,/

# Later entries.
SMILES,CAL PDZ FP-1,V-ATPase pH,DAGLB inhibitor,NSD2 HMT inh,LANA DNA inh,Cardiac RTF inh,CAL PDZ FP-2,Keap1-Nrf2 PPI,Arr AP2 block,DSG3 Ab inh
COc1ccc(NC(=O)c2ccc(S(=O)(=O)N(C)c3ccccc3)cc2)cn1,-2,-3,-1,1,-4.0,1,-1.6,-1,18,91
CN1CCC2(CC1)NC(=O)NC2=O,/,0,-2,-2,0.7,-12,-0.4,3,-3,94
O=C(N/N=C/c1coc2ccccc2c1=O)c1cn(-c2ccccc2)nc1-c1ccc(F)cc1,-3,4,0,-2,0.1,-6,-1.1,-1,18,105
COc1ccc(C(c2nnnn2Cc2cccs2)N2CCN(c3ccccc3)CC2)cc1OC (centres undefined),-2,-1,3,-1,0.1,4,-0.5,7,3,/
CC(C)(C)NCCOCCOc1ccc(Cl)cc1C(C)(C)C,-2,-1,-2,0,0.9,5,-4.3,1,-1,102
CC(=NNC(=S)N(Cc1ccccn1)Cc1ccccn1)c1cnccn1,1,1,8,2,1.5,-5,0.4,-8,-10,/
C/C(=N/NC(=O)C1CCN(S(=O)(=O)c2ccc(C)cc2)CC1)c1cccc([N+](=O)[O-])c1,-3,2,2,0,0.5,-8,-3.0,-2,-3,104
CCCOc1cccc(C(=O)NC(=S)Nc2cccc(NC(=O)c3ccccc3Cl)c2)c1,7,0,-6,/,0.5,-2,-0.1,0,17,102
COc1cc(/C=c2/sc3nc(-c4ccccc4)c(-c4ccccc4)n3c2=O)cc(OC)c1OC,29,2,1,-1,-0.5,-3,-1.9,-2,13,/
O=c1cc(O)c(-c2ccc(Cl)cc2)c(Cl)[nH]1,0,-3,0,0,-1.3,-15,-1.5,-1,0,99
CC(Oc1ccccc1F)C(=O)NNC(=O)c1ccc(F)c(S(=O)(=O)N2CCOCC2)c1 (centres undefined),-4,1,2,2,-1.1,-7,-1.6,5,-13,/
CCN(CC(=O)NCc1ccc(Cl)cc1)C(=O)CN1C(=O)NC(C)(c2ccccc2)C1=O (centres undefined),-2,0,1,-2,2.3,-4,-3.2,-1,-11,106
Cc1ccc(S(=O)(=O)N2CCN(C(=O)c3cc4c(s3)CCCC4)CC2)cc1,0,2,-1,-1,-2.0,-7,-1.0,-6,-4,/
O=c1cc(CN2CCN(c3ccccc3F)CC2)c2cc(O)c(-c3ccccc3)cc2o1,1,2,0,-4,1.4,12,-1.2,0,7,118
CSCCC(Nc1ccc(S(=O)(=O)N2CCOCC2)cc1[N+](=O)[O-])C(=O)OCC(=O)N(C(C)C)C(C)C (centres undefined),0,-1,-1,-1,0.3,13,0.6,-1,-1,101
CCN(CCNC(=O)Cn1c(=O)sc2ccccc21)c1ccccc1,/,6,-8,/,-1.2,-7,0.0,-2,3,104
O=C1NC(CCc2ccccc2)C(=O)N1Cc1ccc(Br)cc1 (centres undefined),/,3,0,-1,-0.3,-2,0.0,-2,13,107
COC(CNC(=O)C1CCCCC1C(=O)O)OC (centres undefined),-8,-2,0,0,0.4,-4,-0.1,0,-4,101
COC(=O)c1sc(S(=O)(=O)NCCC(=O)O)c(C(=O)OC)c1C,/,-6,-1,5,-0.5,7,-0.1,-3,18,105
Cc1cc(NC(=O)COC(=O)C2CC(=O)N(c3ccccc3)C2)no1 (centres undefined),/,1,-3,-1,-0.3,-1,-0.3,-1,17,/
S=c1nc(-c2ccccc2)[nH]c2ccc(Br)cc12,-3,0,-2,0,0.3,-5,-1.2,-1,6,112
CN1CCC(N(C)CC(=O)Nc2cccc(Oc3ccccc3)c2)CC1,-2,2,-2,28,-1.4,-1,-1.2,-3,5,104
CC(=O)Nc1cccc(/C(C)=N/Nc2ccc(S(=O)(=O)Nc3ccccc3C(=O)O)cc2[N+](=O)[O-])c1,-4,-6,25,5,12,-6,0.7,7,18,96
O=C(CCCn1cncn1)N1CCCC(Nc2ccc(F)cc2)C1 (centres undefined),3,-3,1,-6,-7.4,-6,0.5,-4,48,102
Nc1ncnn1Cc1ccccc1,/,2,-4,-2,/,/,/,/,/,96

# Carrying on:
SMILES,CAL PDZ FP-1,V-ATPase pH,DAGLB inhibitor,NSD2 HMT inh,LANA DNA inh,Cardiac RTF inh,CAL PDZ FP-2,Keap1-Nrf2 PPI,Arr AP2 block,DSG3 Ab inh
O=C(Oc1ccccc1)c1cc2ccccc2oc1=O,-4,3,-5,-1,-2.3,-5,-1.4,-1,-1,114
COc1cc(SC)ccc1C(=O)N1CCc2ccccc21,-1,-7,-1,-4,1.5,-5,-2.5,-3,9,116
COc1ccc(N2CCN(C(C)C(=O)N3CCCC3)CC2)cc1 (centres undefined),-6,-2,0,0,0.2,-7,17,-3,-36,/
Cc1nonc1OCCn1c([N+](=O)[O-])cnc1C,-2,5,-1,-34,-1.2,4,-2.1,7,22,96
Cc1cc(C)nc(SCCCNCc2c(F)cccc2Cl)n1,0,-1,0,-2,-0.2,-15,-0.2,-1,-13,113
Cc1c(NC(=O)COC(=O)C(c2ccc(Cl)cc2)C(C)C)c(=O)n(-c2ccccc2)n1C (centres undefined),2,1,-2,-1,1.0,-16,-0.2,-4,-1,103
CCN1/C(=C2/SC(=S)N(NC(C)=O)C2=O)Sc2ccc(OC)cc21,0,-1,2,3,31,-5,-0.2,-1,10,120
CCC1=NN(S(=O)(=O)c2ccc(C)cc2)C(O)(C(F)(F)F)C1 (centres undefined),-3,-4,1,3,0.3,0,0.1,-6,5,105
COc1ccc(CCNC(=O)COC(=O)C23CC4CC(CC(C4)C2)C3)cc1,-7,-4,-5,-2,-1.9,1,-1.3,-6,1,92
CN(c1ccccc1)S(=O)(=O)c1cccc(NC(=O)c2cncc(Br)c2)c1,-4,-4,-1,6,-0.9,1,-1.8,4,-2,88
CC1CC(C)CN(CCCNS(=O)(=O)c2ccc3c(c2)oc(=O)n3C)C1 (centres undefined),-2,3,0,0,0.4,-6,0.1,-5,-4,138
NC(=O)[C@@H]1CCCNc2c(I)cc([N+](=O)[O-])cc2C(=O)N[C@@H](CCC(=O)O)C(=O)N[C@@H](CO)C(=O)N1,-2,-1,1,/,0.2,-9,0.4,-6,-1,108

# As a working copy, part of the list above:
SMILES,CAL PDZ FP-1,V-ATPase pH,DAGLB inhibitor,NSD2 HMT inh,LANA DNA inh,Cardiac RTF inh,CAL PDZ FP-2,Keap1-Nrf2 PPI,Arr AP2 block,DSG3 Ab inh
O=C(Oc1ccccc1)c1cc2ccccc2oc1=O,-4,3,-5,-1,-2.3,-5,-1.4,-1,-1,114
COc1cc(SC)ccc1C(=O)N1CCc2ccccc21,-1,-7,-1,-4,1.5,-5,-2.5,-3,9,116
COc1ccc(N2CCN(C(C)C(=O)N3CCCC3)CC2)cc1 (centres undefined),-6,-2,0,0,0.2,-7,17,-3,-36,/
Cc1nonc1OCCn1c([N+](=O)[O-])cnc1C,-2,5,-1,-34,-1.2,4,-2.1,7,22,96

# This is a subset, so the mix of outcomes need not match the whole.
